KCNK3 block – human KCNK3 channel inhibition, primary screen | O14649 | CHO-KCNK3 thallium flux, FluxOR fluorescence; stronger effect = lower value | B-score at 10 µM | actives 0.84% (n = 340,000);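 active means B-score under library mean minus 4 SD, starting fluorescence ratio at most library mean plus 5 SD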;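 further: more negative B-score means stronger inhibition of thallium flux through KCNK3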
KCNK9 block – blocks the human KCNK9 two-pore domain potassium channel. HEK293 KCNK9, FluxOR thallium flux fluorescence; stronger effect = lower value. B-score at 10 µM. actives 1.2% (n = 310,000);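 active means ratio B-score over 3 SD below the library mean, with starting fluorescence within 5 SD of its mean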;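 further: negative B-score means less thallium flux so channel inhibition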
Target sequence (Q9NPC2 whole entry, looked up, the tested form may be a part): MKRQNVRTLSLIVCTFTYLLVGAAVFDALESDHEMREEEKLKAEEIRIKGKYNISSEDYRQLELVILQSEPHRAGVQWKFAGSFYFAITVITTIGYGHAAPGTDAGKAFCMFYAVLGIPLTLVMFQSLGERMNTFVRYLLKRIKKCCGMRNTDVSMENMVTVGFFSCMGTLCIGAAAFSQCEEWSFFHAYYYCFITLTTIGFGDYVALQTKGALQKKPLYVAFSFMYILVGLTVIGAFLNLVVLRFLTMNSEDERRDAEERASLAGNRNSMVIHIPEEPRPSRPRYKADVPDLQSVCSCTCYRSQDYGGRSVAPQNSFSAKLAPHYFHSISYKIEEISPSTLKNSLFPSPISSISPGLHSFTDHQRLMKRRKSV
KCNQ1 inh – blocks the human KCNQ1 potassium channel | B-score at 10 µM | actives 1.3% (n = 310,000) | CHO-K1 KCNQ1, FluxOR thallium flux fluorescence; stronger effect = higher value;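 active means compounds whose thallium flux B-score, printed positive for inhibition, exceeds three library SD while starting fluorescence stays within three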;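 further: channel opened by potassium depolarization with thallium stimulus after 20 min compound exposure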
Target sequence (P51787 whole entry, looked up): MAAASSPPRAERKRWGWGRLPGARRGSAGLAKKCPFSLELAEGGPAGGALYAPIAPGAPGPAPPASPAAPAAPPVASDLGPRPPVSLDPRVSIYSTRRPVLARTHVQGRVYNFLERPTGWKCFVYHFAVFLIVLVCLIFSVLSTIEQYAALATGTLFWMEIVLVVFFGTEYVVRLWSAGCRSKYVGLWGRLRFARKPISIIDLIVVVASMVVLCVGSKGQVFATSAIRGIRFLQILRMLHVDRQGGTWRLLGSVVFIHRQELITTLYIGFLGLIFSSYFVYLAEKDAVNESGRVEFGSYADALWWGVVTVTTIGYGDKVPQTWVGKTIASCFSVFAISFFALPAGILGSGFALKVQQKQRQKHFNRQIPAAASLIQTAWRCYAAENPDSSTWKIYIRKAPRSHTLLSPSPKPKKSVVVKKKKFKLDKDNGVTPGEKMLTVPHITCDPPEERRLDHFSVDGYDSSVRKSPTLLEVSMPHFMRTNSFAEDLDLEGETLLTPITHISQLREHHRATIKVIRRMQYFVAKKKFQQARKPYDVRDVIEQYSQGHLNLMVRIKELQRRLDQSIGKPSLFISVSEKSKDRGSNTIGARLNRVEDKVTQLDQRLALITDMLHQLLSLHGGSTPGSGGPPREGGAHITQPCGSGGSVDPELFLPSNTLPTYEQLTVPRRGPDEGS
Dyrk1A ADPGlo – inhibitors of rat Dyrk1A kinase; Q63470; ADP-Glo luminescence, NFATc1 peptide; inhibition, % at 12.5 µM; actives 0.43% (n = 310,000); in the data active means inhibition above about 50%;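 further: plate controls were vehicle with enzyme for no effect and no enzyme for full effect; many of its hits are not listed in these tables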
TRPC4 PAM – TRPC4 (mouse) allosteric potentiation; Q9QUQ5; HEK293 TRPC4beta/mu-opioid, DAMGO EC20, Fluo-4 Ca2+ flux; stronger effect = higher value; B-score at 10 µM; actives 0.42% (n = 310,000); AID 2227;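 active means B-score of calcium response area above 5 SD of library B-scores, with initial fluorescence ratio within 5 SD of library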;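 further: B-score of integrated fluorescence ratio over time as area under calcium response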
PolyA inh – blocks polyadenylation in yeast reporter cells. S. cerevisiae SKY197-pL101 polyadenylation reporter, beta-gal luminescence; efflux-impaired pdr1/pdr3 knockout yeast; score 100 = 6 SD above DMSO. calls only at 12 µM. actives 0.02% (n = 300,000). AID 1875;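 active means lowest replicate activity score at least 50, where 100 means six control SD above control mean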;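 further: yeast exposed to compound for 9 h at 30 °C; higher score means more reporter readthrough which indicates perturbed polyadenylation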
Platelet DG rel – modulates dense granule release in human platelets | human platelet-rich plasma, SFLLRN dense granule ATP release, luminescence | actives 0.22% (n = 300,000) | inhibition, %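 (compounds screened at 7.5 µM in platelet-rich plasma)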;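 active means mean replicate score, as percent of positive control, at or above 50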
TRPC4 act – activators of mouse TRPC4 channel | HEK293 TRPC4beta/mu-opioid, Fluo4 calcium fluorescence; stronger effect = higher value | actives 0.49% (n = 310,000) | Q9QUQ5 | B-score at 10 µM;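 active means B-score above 5 SD of library B-scores, and initial fluorescence ratio not above library mean plus 5 SD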;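 further: positive B-score marks a calcium rise read as TRPC4 activation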
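Test system: HEK293 cells stably co-expressing mouse TRPC4beta and mu-opioid receptor | Schedule: Fluo4 dye loading 45 min at room temperature, 110 s recording | Measured by: Kinetic Fluo4 calcium fluorescence, 5 s baseline at 1 Hz | Evaluation: B score of integrated ratio | Controls: Buffer (low) and maximal DAMGO (high)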
TRPC4 block – inhibitors of mouse TRPC4 channel; Q9QUQ5; actives 0.39% (n = 300,000); B-score at 10 µM; AID 2247; HEK293 TRPC4beta/mu-opioid, DAMGO-evoked Fluo4 calcium flux; stronger effect = lower value;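 active means B-score over 3 SD under the library average, no early fluorescence shift, positive overall ratio signal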
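Assay system: Stable TRPC4beta/mu-opioid receptor HEK293 cells | Reagent: DAMGO in two steps, submaximal then maximal | Compound dosing: Single concentration per test compound | Signal: Fluo4 Ca2+ flux fluorescence | Evaluation: Per-well B score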
KCNQ1 act – human KCNQ1 channel potentiation or activation. B-score at 10 µM. AID 2648. CHO-K1 KCNQ1, thallium flux FluxOR fluorescence; stronger effect = higher value. P51787. actives 0.35% (n = 310,000);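 active means fluorescence ratio B-score, a plate-corrected score, at least three library SD, with initial intensity B-score within 5 SD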
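Material: CHO-K1 cells stably expressing KCNQ1. Medium: assay buffer for compound exposure, DMSO matched across wells. Reagent: K+/Tl+ depolarizing stimulus. Compound dosing: single-concentration screen. Times: 37 °C overnight plating, 90-min dark dye load, 20-min compound pretreatment. Technique: FluxOR Tl+ flux fluorescence.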
hERG rescue – compounds protecting human hERG from proarrhythmic drug block; Q12809; CHO-hERG, FluxOR thallium flux, dofetilide IC70 present; activation (rescue from dofetilide block), less the hit threshold, % at 10 µM; actives 0.51% (n = 310,000);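 active means activation above the mean of controls blocked by dofetilide plus 5 SD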;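 further: thallium influx through hERG after potassium depolarization seen as dye fluorescence rise; in these data hits start at about 4.7%; inactives centre near -7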
The depositor's hits bear a star; i = inactive; / = no result given.

SMILES	KCNK3 block	KCNK9 block	KCNQ1 inh	Dyrk1A ADPGlo	TRPC4 PAM	PolyA inh	Platelet DG rel	TRPC4 act	TRPC4 block	KCNQ1 act	hERG rescue
Cc1ccc(S(=O)(=O)N2CCCOC2CNC(=O)C(=O)NCc2ccccn2)cc1 (stereo unspecified)	i	i	i	/	i	i	-6	i	i	i	-6
CC(C)CCn1c(=O)c2sccc2n2c(CCCC(=O)N3CCC(N4CCCCC4)CC3)nnc12	i	i	i	-1	i	i	-1	i	i	i	-8
COc1cccc(N2CCN(c3c(C#N)c(C(F)(F)F)nn3C)CC2)c1	i	i	i	1	i	i	4	i	i	i	-10
CC1Sc2ccc(S(=O)(=O)CCC(=O)NC3CCCC(C)C3C)cc2NC1=O (stereo unspecified)	i	i	i	/	i	i	5	i	i	i	-7
COC(=O)CN1C(=O)[C@H]2[C@@H](c3ccc(C)o3)N3C(=O)CN(CCO)C(=O)[C@@]3(C)[C@H]2C1=O	i	i	i	-14	i	i	-1	i	i	i	-5
CC(=O)N1c2ccccc2S(=O)(=O)c2ccccc21	i	i	i	2	i	i	5	i	i	i	-7
COCCN(Cc1cc2cccc(C)c2n2nnnc12)C(=O)C(F)(F)F	i	i	i	6	i	i	-3	i	i	i	-14
CCc1nnc(/N=C/c2c(O)n(-c3ccc(Cl)cn3)c(=O)c3ccccc23)s1	i	i	i	-7	i	i	8	i	i	i	-10
COC(=O)CCC(=O)OC1(C)C(=O)C=C2C=C(C3CC3)N(CC3CC3)C=C2C1=O (stereo unspecified)	i	i	i	2	i	i	-1	i	i	i	-11
Cn1c(=O)c(C(=O)Nc2ncccn2)c(O)c2ccccc21	i	i	i	13	i	i	-17	i	i	i	-5
COCCNC(=O)C(c1ccc(C)cc1)N(C(=O)CCC(=O)Nc1ccccn1)c1ccccc1C (stereo unspecified)	i	i	i	2	i	i	1	i	i	i	-2
CCN(CCN(C)C)C(=O)Cn1ncc2c1-c1cc(C)ccc1OC2	i	i	i	2	i	i	12	i	i	i	-6
COc1ccc(CNCCC(c2ccccc2)c2ccc(OC(C)C)cc2)cc1OC (stereo unspecified)	i	i	i	1	i	i	-21	i	i	i	-17
Cc1ccc(O)c(Sc2cc(C)ccc2O)c1	i	i	i	1	i	i	18	i	-6*	i	-1
CCOC(=O)c1cc(S(=O)(=O)NC2CCN(C(=O)OCC)CC2)cn1C	i	i	i	0	i	i	18	i	i	i	-4
O=C(CCCCC(=O)Nc1ccc(F)cc1)Nc1ccc(F)cc1	i	i	i	-4	i	i	5	i	i	i	-6
CCOC(=O)N1CCN(Cc2nc(N)nc(Nc3ccc(C)cc3C)n2)CC1	i	i	i	/	i	/	/	i	i	i	-5
CC(C)CCNC(=O)C1CCCCN1S(=O)(=O)c1ccc(F)cc1 (stereo unspecified)	i	i	i	-7	i	i	5	i	i	i	5.0*
CC(C)(C)NC(=O)/C(=C/c1ccco1)c1ccccc1	i	i	i	-9	i	i	-87	i	i	i	-6
CCN(CC(=O)NCc1cccs1)C(=O)/C=C/c1ccc(OC)cc1OC	i	i	i	-3	i	i	0	i	i	i	-14
COc1ccccc1/C=N/Nc1cc(C)nc2ccc(C)cc12	i	i	i	-2	i	i	8	i	i	i	-10
CCC(=O)c1c(NC)cc(C)oc1=O	i	i	i	-4	i	i	1	i	i	i	-7
COc1ccc(/C=C2\CN(Cc3ccccc3)C/C(=C\c3ccc(OC)c(O)c3)C2=O)cc1O	i	i	i	-3	i	i	-5	i	i	i	-7
COc1ccccc1-c1nc(-c2cccc(C)c2)no1	i	i	i	2	i	i	19	i	i	i	-8
N#Cc1c(C(F)(F)F)cc(-c2ccco2)nc1SCc1ccncc1	i	i	i	-2	i	i	0	i	i	i	-13
SMILES	KCNK3 block	KCNK9 block	KCNQ1 inh	Dyrk1A ADPGlo	TRPC4 PAM	PolyA inh	Platelet DG rel	TRPC4 act	TRPC4 block	KCNQ1 act	hERG rescue
Cc1ccc(/C(O)=C2\C(=O)C(=O)N(CC(C)O)C2c2cccc(F)c2)cc1 (stereo unspecified)	i	i	i	8	i	i	3	i	i	i	-3
OCCN(CC(O)Cn1ccc2ccccc21)CC(O)Cn1ccc2ccccc21 (stereo unspecified)	i	i	i	1	i	i	-2	i	i	i	-16
COc1ccc(CCNC(=O)c2ccc(Cl)cc2Cl)cc1OC	i	i	i	-6	i	i	9	i	i	i	-7
CC(C)(C)C(=O)O/N=C(\N)Cc1ccc(-c2csnn2)cc1	i	i	i	/	i	i	19	i	i	i	-15
COc1ccc(-n2nc(C(=O)NCC(=O)NCCCN3CCOCC3)c3ccccc3c2=O)cc1OC	i	i	i	-1	i	i	10	i	i	i	-14
CNC(=O)C(=O)NCC1OCCCN1S(=O)(=O)c1cccs1 (stereo unspecified)	i	i	i	-8	i	i	7	i	i	i	-2
CN(C)CCNc1ccc(-c2n[nH]c(=O)c3ccccc23)cc1[N+](=O)[O-]	i	i	i	25	i	i	5	i	i	i	-6
COc1ccccc1N1CCN(C(=O)CCCC2=NS(=O)(=O)c3ccccc3N2)CC1	i	i	i	/	i	i	4	i	i	i	-7
Cn1cccc1/C=N/NC(=O)CNc1ccc2ccccc2c1	i	i	i	/	i	i	10	i	i	i	-13
Cc1ccc(-n2c(SCC(=O)N3CC(=O)Nc4ccccc43)nc3ccccc3c2=O)cc1	i	i	i	-5	i	i	-5	i	i	i	-5
O=C(CN1C(=O)c2ccccc2C1=O)Nc1sc2c(c1C(=O)NCC1CCCO1)CCC2 (stereo unspecified)	i	i	i	1	i	i	-16	i	i	i	-12
O=C(N/N=C\c1ccco1)Nc1cccc(Cl)c1	i	i	i	2	i	i	0	i	i	i	-12
Cc1nc(S(=O)(=O)Nc2ccc3c(c2)OCCO3)cn1C	i	i	i	-9	i	i	-2	i	i	i	-6
COc1cc(-c2nc3cnccn3c2Nc2ccc3c(c2)OCCO3)ccc1O	i	i	i	-5	i	i	0	i	i	i	-13
O=C(NCc1ccco1)/C(=C\C=C\c1ccccc1)NC(=O)c1ccco1	i	i	i	0	i	i	6	i	i	i	-8
CC(=O)NC(=S)Nc1cccc(S(=O)(=O)NC2=NCCC2)c1	i	i	i	12	i	i	-16	i	i	i	2
COc1ccc2nccc(/C=C/c3ccnc4ccc(OC)cc34)c2c1	i	i	i	/	i	i	3	i	i	i	-10
CCc1ccc(OCC(=O)N/N=C(\C)c2ccc(O)cc2O)cc1	i	i	i	-2	i	i	4	i	i	i	-4
COCCNC(=O)COC(=O)c1[nH]c(C)c(C(C)=O)c1C	i	i	i	6	i	i	9	i	i	i	-4
CN(C(=O)c1ccc2c(=O)n3c(nc2c1)CCCCC3)c1ccccc1Cl	i	i	i	-1	i	i	2	i	i	i	-8
Clc1ccc(Nc2nc(-c3cccs3)cs2)nc1	i	i	i	-14	i	i	12	i	i	i	-7
CCn1cc(C(=O)NCCCOC)c(=O)c2cc(S(=O)(=O)N(C)C3CCCCC3)ccc21	i	i	i	8	i	i	-3	i	i	i	-11
Cc1nc(SC(C)C)[nH]c(=O)c1Cc1ccccc1	i	i	i	4	i	i	-4	i	i	i	-3
CC(NCC(c1ccco1)N1CCCCC1)C(=O)NC1CCCC1 (stereo unspecified)	i	i	i	1	i	i	0	i	i	i	-18
O=C(Cn1nc(C(F)(F)F)c2c1CCC2)N1CCN(c2ccccc2)CC1	i	i	i	0	i	i	0	i	i	i	-10

Whole records, quoted from the list. Order of screens: KCNK3 block | KCNK9 block | KCNQ1 inh | Dyrk1A ADPGlo | TRPC4 PAM | PolyA inh | Platelet DG rel | TRPC4 act | TRPC4 block | KCNQ1 act | hERG rescue
CN(C(=O)c1ccc2c(=O)n3c(nc2c1)CCCCC3)c1ccccc1Cl as listed: i | i | i | -1 | i | i | 2 | i | i | i | -8
O=C(N/N=C\c1ccco1)Nc1cccc(Cl)c1 as listed: i | i | i | 2 | i | i | 0 | i | i | i | -12
Cc1ccc(/C(O)=C2\C(=O)C(=O)N(CC(C)O)C2c2cccc(F)c2)cc1 (stereo unspecified) as listed: i | i | i | 8 | i | i | 3 | i | i | i | -3
O=C(Cn1nc(C(F)(F)F)c2c1CCC2)N1CCN(c2ccccc2)CC1 as listed: i | i | i | 0 | i | i | 0 | i | i | i | -10
COc1ccccc1N1CCN(C(=O)CCCC2=NS(=O)(=O)c3ccccc3N2)CC1 as listed: i | i | i | / | i | i | 4 | i | i | i | -7

Going on with the list:
SMILES	KCNK3 block	KCNK9 block	KCNQ1 inh	Dyrk1A ADPGlo	TRPC4 PAM	PolyA inh	Platelet DG rel	TRPC4 act	TRPC4 block	KCNQ1 act	hERG rescue
CC1(C)CC(=O)C2=C(C1)c1c(ccc3ccccc13)NC2c1ccc(Br)o1 (stereo unspecified)	-10*	i	i	3	i	i	5	i	i	i	-12
COCc1c(Br)c(C)nc(OCC(=O)N/N=C/c2ccc(C)o2)c1C#N	i	i	i	11	i	i	2	i	i	i	-5
COc1ccc(-c2nc(CS(=O)CC(=O)NCCCN3CCCC3)c(C)o2)cc1OC (stereo unspecified)	i	i	i	1	i	i	11	i	i	i	-10
COC(=O)[C@@H]1CCCN1Cc1c(C(=O)N2CCCCC2)nc2c(C)cccn12	i	i	i	-5	i	i	4	i	i	i	-3
CCCCn1c(N)c(N(CCOC)C(=O)C2CCN(C(=O)c3ccccc3C)CC2)c(=O)[nH]c1=O	i	i	i	3	i	i	-12	i	i	i	-9
Cc1cc(NS(=O)(=O)c2ccc(NC(=O)c3ccccc3C)cc2)no1	i	i	i	-7	i	i	-1	i	i	i	-3
COc1cc(CCNC(=O)CCCn2c(=O)c3cccn3c3cccnc32)cc(OC)c1OC	i	i	i	-9	i	i	-1	i	i	i	-10
CCCCc1nc2cc(C(=O)N3CCCCC3C(=O)OC)ccc2o1 (stereo unspecified)	i	i	i	/	i	i	-19	i	i	i	-7
Cc1ccccc1NC(=O)C1(NC(=O)c2cccc(N3C(=O)CSC3c3ccccc3)c2)CCCCC1 (stereo unspecified)	i	i	i	-1	i	i	-1	i	i	i	-11
CCC(C)NC(=O)CSc1nc2ccccc2c(=O)n1CCCC(=O)NCC1CCCO1 (stereo unspecified)	i	i	i	18	i	i	2	i	i	i	-10
Cc1cc(C)c2nc(SCC(=O)NNC(=O)c3ccco3)c(C)cc2c1	i	i	i	4	i	/	-1	i	i	i	-8
CC(C)(C)c1ccc(OCCC(=O)NNC(=O)c2ccncc2)cc1	i	i	i	18	i	i	-22	i	i	i	-2

High-throughput results as filed in PubChem BioAssay.

This is a subset; the hit share may differ from the screen's.
